Source: PubChem BioAssay (The Scripps Research Institute Molecular Screening Center)
Tn7 DDE FP = inhibitors of Tn7 peptide binding to human fibrin DD(E); P02675; FP displacement of FITC-Tn7 peptide from fibrin DD(E); 0% = median of compound wells per plate; inhibition, % at 8.3 µM; 370,000 tested, 0.13% active;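 active = inhibition above the mean of compounds falling within the control limits plus 3 SD of them, cut at about 14% in these data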;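 also: 0% = plate median of compound wells and 100% = 10 µM Aha-Tn7 peptide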
Target sequence (P02675 whole entry, looked up): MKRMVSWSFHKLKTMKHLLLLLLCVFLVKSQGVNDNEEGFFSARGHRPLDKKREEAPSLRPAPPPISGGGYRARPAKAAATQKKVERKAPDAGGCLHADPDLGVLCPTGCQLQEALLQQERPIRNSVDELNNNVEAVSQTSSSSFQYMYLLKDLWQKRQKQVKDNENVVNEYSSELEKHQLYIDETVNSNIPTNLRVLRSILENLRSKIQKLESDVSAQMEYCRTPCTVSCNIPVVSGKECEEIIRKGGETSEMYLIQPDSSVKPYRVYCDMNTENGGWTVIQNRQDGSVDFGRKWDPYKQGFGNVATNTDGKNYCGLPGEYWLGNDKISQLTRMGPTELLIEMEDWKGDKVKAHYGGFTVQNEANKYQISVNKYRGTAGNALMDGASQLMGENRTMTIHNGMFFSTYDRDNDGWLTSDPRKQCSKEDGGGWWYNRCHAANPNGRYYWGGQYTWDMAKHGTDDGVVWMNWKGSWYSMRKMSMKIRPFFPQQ
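Test system – human fibrin DD(E) · Times – 10 min preincubation, 3 h with tracer, room temperature · Detection – fluorescence polarization of the labelled Tn7 tracer · Measure – percent inhibition normalized to high-control wells · Benchmarks – high control wells with 10 µM unlabelled Aha-Tn7 peptide (full inhibition) · Repeats – singlicate testing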
DDE Tn6 FP inh = inhibitors of Tn6 peptide binding to human fibrin DD(E). P02675. Fibrin DD(E) TRITC-Tn6 fluorescence polarization displacement. inhibition, % at 8.3 µM. 370,000 tested, 0.21% active;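 active = inhibition above a per-campaign cutoff: mean of compounds within control limits plus 3 SD, cut at about 15% in these data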;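 also: 0% = median of all compound wells on the plate and 100% = blocking peptide control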
LEDGF integ inh = blocks HIV-1 LEDGF/p75-dependent DNA integration | TR-FRET IN-LEDGF/p75 DNA integration, Eu/Cy5 | 370,000 tested, 0.64% active | inhibition, % at 3.7 µM | AID 743269;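 active = inhibition above the screen-wide mean plus 3 SD, cut at about 13% in these data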;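 also: signal is the Cy5 over europium emission ratio at 671 and 618 nm; 0% = plate median of compound wells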
UHRF1 binding = human UHRF1 methylated DNA binding inhibitors | UHRF1 binding to methylated oligo, TR-FRET | Q96T88 | inhibition, % at 4.4 µM | 370,000 tested, 0.75% active | AID 687016; in the data active = inhibition above about 21%;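 also: UHRF1 SRA domain binding a hemimethylated CpG hairpin DNA probe; 0% = median of test compound wells and 100% = reference inhibitor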
SIAE primary = human SIAE inhibition, primary screen; inhibition, % at 9.66 µM; AID 1053197; SIAE FP-Rh probe binding, fluorescence polarization; Q9HAT2; 370,000 tested, 0.69% active;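 active = inhibition above a cutoff: mean of compounds within the control limits plus 3 SD of those, cut at about 17% in these data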;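 also: 0% = plate median of compound wells and 100% = probe without SIAE protein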
TDP2 absorb = TDP2 (human) inhibition, absorbance primary screen; inhibition, % at 12.8 µM; 370,000 tested, 0.34% active; recombinant TDP2, T5PNP hydrolysis, p-nitrophenol absorbance 415 nm; AID 720702;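 active = inhibition above the mean of all tested compounds plus 3 SD, set per campaign, cut at about 25% in these data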;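 also: 0% = DMSO with enzyme and 100% = buffer with substrate but no TDP2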
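Assay system: Recombinant human TDP2 | Quantity: 120 nM TDP2 per well | Incubation: 2 h at 37 °C | Signal: Epi absorbance | Evaluation: Percent inhibition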
TCR-CD3 inh = human TCR-CD3 binding inhibition | TAMRA-labeled TCR probe fluorescence, biochemical | 360,000 tested, 0.37% active | AID 651800 | inhibition, % at 9.4 µM; in the data active = inhibition above about 19%;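 also: recombinant mutant TCR 2C K166C tagged with TAMRA read by polarization; 0% = receptor in buffer alone and 100% = receptor with positive control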
proKLK7 act = activates the human kallikrein-7 zymogen; purified proKLK7, EDANS-DABCYL substrate fluorescence; 100% is mature enzyme control, 0% vehicle; activation, % at 7 µM; 370,000 tested, 0.9% active;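 active = activation above the mean of all tested compounds plus 3 SD, computed per campaign excluding outliers beyond control limits, cut at about 13% in these data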
Target sequence (P49862 whole entry, looked up): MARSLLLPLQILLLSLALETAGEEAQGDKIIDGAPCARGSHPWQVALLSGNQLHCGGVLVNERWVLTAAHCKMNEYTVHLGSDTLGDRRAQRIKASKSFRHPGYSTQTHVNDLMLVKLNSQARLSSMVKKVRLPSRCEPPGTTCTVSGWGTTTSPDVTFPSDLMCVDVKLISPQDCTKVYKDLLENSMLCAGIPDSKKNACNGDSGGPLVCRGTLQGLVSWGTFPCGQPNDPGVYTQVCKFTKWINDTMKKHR
MBD2 DNA inh = inhibitors of human MBD2 binding to methylated oligonucleotide | 370,000 tested, 0.31% active | TR-FRET | inhibition, % at 4.4 µM | Q9UBB5; in the data active = inhibition above about 13%
PRMT1 FP inh = blocks human protein arginine methyltransferase 1 | Q99873 | recombinant PRMT1, activity-based probe fluorescence polarization | inhibition, % at 2.79 µM | 370,000 tested, 1.3% active | AID 652257;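 active = inhibition above about 21% made by adding two undisclosed values, limit read from the data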
The depositor's hits bear a star.

SMILES	Tn7 DDE FP	DDE Tn6 FP inh	LEDGF integ inh	UHRF1 binding	SIAE primary	TDP2 absorb	TCR-CD3 inh	proKLK7 act	MBD2 DNA inh	PRMT1 FP inh
O=C(O)C1CCCN(S(=O)(=O)c2ccc(Br)cc2)C1 (configuration not stated)	4	2	-3	-1	-1	-6	5	0.3	-4	-4
NC(=O)c1nsc(C(=O)N(CC(=O)NC2CCCCC2)c2ccc(Cl)cc2)c1N	0	-2	0	-1	-9	-8	4	-1.6	0	-2
CC(=O)c1c(C)[nH]c(C(=O)OCc2ccc(Br)cc2)c1C	4	13	0	-3	-1	8	-4	0.8	2	-1
O=C(NNc1nc2cc3c(cc2s1)OCO3)c1ccccc1	-2	0	6	-1	7	2	2	1.3	-3	20
COc1cc(/C=C/C(=O)c2ccc(O)cc2)ccc1OCC#N	-9	-7	1	-1	-11	7	4	16*	-1	3
CC(=O)Nc1cccc(/C(C)=N/NC(=O)c2ccc(Cl)cc2Cl)c1	-1	1	-6	1	-4	-1	-3	-0.2	-1	-1
O=C(COC(=O)c1ccccc1NC(=O)c1ccco1)Nc1ccc2c(c1)OC(F)(F)O2	-1	15	-3	-2	-7	1	5	0.3	4	1
COC(=O)c1cc(NC(=O)Nc2ccccc2)ccc1Cl	-6	1	1	-1	-18	1	4	-0.6	-4	-1
COC(=O)c1sc(NC(=O)CSc2nncs2)c(C(=O)OC)c1C	-2	8	1	-3	-5	8	7	0.3	-4	-4
NC(=O)CC(c1ccccc1)c1ccco1 (configuration not stated)	1	-3	0	-3	2	-2	-10	0.8	-2	0
COc1cc(NC(=O)COc2cc(C)cc3oc(=O)c(C)c(C)c23)cc(OC)c1OC	8	-3	0	3	-1	0	4	0.1	2	0
Cc1cc(NC(=O)CSc2nccn2-c2cccc(F)c2)no1	-2	-7	6	5	-14	0	4	0.0	4	4
CCCCNC(=O)OC1CC2CC1[C@H]1CCCCN1C2=O (some centres not stated)	2	-9	25*	-1	-5	1	2	-0.1	-1	-4
COc1ccc(C(C)NC(=S)NC2CCCC2)cc1OC (configuration not stated)	0	6	0	-1	-1	9	1	0.2	-5	-2
O=C(CCC1CCCCC1)Nc1c2c(nn1-c1ccc(F)cc1)CS(=O)C2 (configuration not stated)	1	3	-3	1	1	2	1	-0.3	1	-2
O=C1C2C(C(=O)N1c1ccncc1)C1C=CC2C12CC2 (configuration not stated)	3	-5	-2	2	-2	13	-3	0.2	6	3
Cc1cc(C)cc(NC(=O)CSc2nnc(-c3ccccc3)n2N)c1	0	-4	4	3	-4	-12	9	-0.3	-8	-5
Cc1cc(OC(=O)c2cc(Cl)nc3ccccc23)ccc1Cl	-2	0	-1	0	4	5	-2	0.5	-1	2
O=C(O)COc1ccccc1/C=N/NC(=O)c1cc2ccccc2cc1O	4	3	-6	1	48*	-7	5	1.9	6	18
CC1CCCN(C(=O)C2CCN(CC3CC=CCC3)CC2)C1 (configuration not stated)	-10	2	1	1	-1	8	-6	0.4	2	0
COC(=O)[C@H](CC(C)C)NC(=O)CC[C@H]1O[C@@H](n2ccc(=O)[nH]c2=O)[C@H](O)[C@@H]1O	4	-1	11	-2	4	-8	2	0.4	0	-2
CN(C(=O)CN1C(=O)S/C(=C\c2ccc(F)cc2)C1=O)C1CCS(=O)(=O)C1 (configuration not stated)	8	7	0	-3	13	-4	3	0.1	2	-2
Cc1ccc(Oc2ccc3c(c2)C(=O)N(c2ccc(S(=O)(=O)Nc4nccs4)cc2)C3=O)cc1	2	3	0	1	6	13	1	-0.1	4	1
COc1ccc(S(=O)(=O)N2CCN(C(=O)NC3CCCCC3)CC2)cc1OC	2	-2	-1	-2	5	-2	4	-0.1	1	-1
C#CC1CCCCC1NC(=O)Nc1cnccc1C(F)(F)F (configuration not stated)	-4	3	-4	5	-1	0	1	0.8	-1	5

Part of the list above in order of SMILES length, descending:
SMILES	Tn7 DDE FP	DDE Tn6 FP inh	LEDGF integ inh	UHRF1 binding	SIAE primary	TDP2 absorb	TCR-CD3 inh	proKLK7 act	MBD2 DNA inh	PRMT1 FP inh
Cc1ccc(Oc2ccc3c(c2)C(=O)N(c2ccc(S(=O)(=O)Nc4nccs4)cc2)C3=O)cc1	2	3	0	1	6	13	1	-0.1	4	1
COc1ccc(S(=O)(=O)N2CCN(C(=O)NC3CCCCC3)CC2)cc1OC	2	-2	-1	-2	5	-2	4	-0.1	1	-1
O=C(CCC1CCCCC1)Nc1c2c(nn1-c1ccc(F)cc1)CS(=O)C2 (configuration not stated)	1	3	-3	1	1	2	1	-0.3	1	-2
CC(=O)Nc1cccc(/C(C)=N/NC(=O)c2ccc(Cl)cc2Cl)c1	-1	1	-6	1	-4	-1	-3	-0.2	-1	-1
O=C(O)COc1ccccc1/C=N/NC(=O)c1cc2ccccc2cc1O	4	3	-6	1	48*	-7	5	1.9	6	18
Cc1cc(C)cc(NC(=O)CSc2nnc(-c3ccccc3)n2N)c1	0	-4	4	3	-4	-12	9	-0.3	-8	-5
O=C1C2C(C(=O)N1c1ccncc1)C1C=CC2C12CC2 (configuration not stated)	3	-5	-2	2	-2	13	-3	0.2	6	3
CCCCNC(=O)OC1CC2CC1[C@H]1CCCCN1C2=O (some centres not stated)	2	-9	25*	-1	-5	1	2	-0.1	-1	-4
C#CC1CCCCC1NC(=O)Nc1cnccc1C(F)(F)F (configuration not stated)	-4	3	-4	5	-1	0	1	0.8	-1	5
COc1ccc(C(C)NC(=S)NC2CCCC2)cc1OC (configuration not stated)	0	6	0	-1	-1	9	1	0.2	-5	-2
NC(=O)CC(c1ccccc1)c1ccco1 (configuration not stated)	1	-3	0	-3	2	-2	-10	0.8	-2	0

Carrying on:
SMILES	Tn7 DDE FP	DDE Tn6 FP inh	LEDGF integ inh	UHRF1 binding	SIAE primary	TDP2 absorb	TCR-CD3 inh	proKLK7 act	MBD2 DNA inh	PRMT1 FP inh
O=C(/C=C/c1ccco1)N(Cc1ccccc1)C1CCS(=O)(=O)C1 (configuration not stated)	7	-1	0	-2	3	5	-5	0.5	-4	-1
COc1cc(C(C#N)N2CCCCC2)ccc1O (configuration not stated)	-9	-10	-1	1	1	2	5	0.2	-6	-2
CCOc1ccccc1/C=c1\sc2ncnn2c1=O	1	6	-1	-1	-2	-3	11	-0.3	-1	-3
CCc1nnc(NC(=O)CCN(c2ccc(C)cc2)S(=O)(=O)c2ccccc2)s1	5	2	-3	8	3	2	-2	0.2	4	0
OC(c1ccc(F)cc1)c1nc(-c2ccncc2)cs1 (configuration not stated)	-5	-1	2	-1	1	9	46*	-0.2	-2	3
Cc1cc(C(F)(F)F)nn1Cc1n[nH]c(=S)n1-c1ccc(F)cc1	1	1	-1	0	4	11	8	-0.3	-5	6
CCN(CC)c1ccc(C(=O)N/N=C(\C)c2cccnc2)cc1	9	-8	-3	-2	7	-11	9	1.0	0	-2
CCOC(=O)C1=C(C)Nc2ncnn2C1c1cccs1 (configuration not stated)	-3	4	2	5	-8	-15	8	0.2	5	1
Cc1cc(/C=N/NC(=O)COc2cccc3cccnc23)c(C)n1-c1ccc(O)cc1	8	-3	-4	2	7	6	-3	-0.1	-4	2
CS(=O)(=O)N(CC(=O)Nc1ccc2c(c1)OCCO2)Cc1ccc(Cl)cc1	2	9	1	0	-4	-12	5	-0.4	-2	-2
COC(=O)c1cccc(N(CC(=O)NC2CCCCC2)C(=O)CNC(=O)c2cccs2)c1	4	0	0	1	-3	-10	6	-0.4	-4	-3
COCCN(C(=O)c1ccccc1F)c1nc(-c2ccc(OC)cc2)cs1	-1	-2	3	1	-2	2	-10	1.0	-3	-4
O=C(COc1ccccc1Cl)NCCNC(=O)c1cnccn1	-4	-3	-3	-1	-6	9	-1	0.0	1	2
COCc1cc(C)nc(SCc2ccccc2)c1C#N	3	-6	4	0	7	-10	-9	-0.5	-4	-5
CCn1c(=O)c(C(=O)CN2CCOCC2)c(N)n(Cc2ccccc2)c1=O	5	11	-6	0	-7	5	8	0.0	5	2
CC(C)CC(O)C1CCN(C(=O)CCc2nnc(-c3ccccc3)o2)CC1 (configuration not stated)	-6	-3	3	3	2	-5	-2	-0.4	-3	-3
C=CCNc1oc(C2CCCC2)nc1C#N	-5	-1	3	-1	-3	6	-2	-0.1	0	-2
Cc1cc(F)ccc1-c1cc(C(=O)N2CCN(c3ccncc3)CC2)[nH]n1	-2	-13	0	3	5	0	-9	-0.4	-1	3
C=CCn1c(CSc2nc3ccccc3s2)n[nH]c1=S	0	1	0	0	1	-9	3	-0.6	-5	0
CCOC(=O)CSc1nnc(NC(=O)c2cccc(S(=O)(=O)N3CCCCCC3)c2)s1	0	-7	-4	-2	3	-4	1	-0.4	-2	-6
CCCC(=O)NC(C)c1nc2ccccc2n1C (configuration not stated)	-1	-9	-6	0	6	-1	3	-0.1	-1	3
O=C(Nc1nnc(COc2ccccc2)s1)Nc1ccccc1F	-6	1	1	-4	-5	9	3	0.0	0	-6
O=C(CNC(=S)N(Cc1ccccc1Cl)C1CCCC1)NCCN1CCOCC1	14	4	-1	-2	4	0	0	-0.2	-1	0
CCn1c(SCc2ccc(C(=O)OC)o2)nnc1-c1c[nH]c2ccccc12	-5	-12	2	-1	5	5	-4	0.1	-3	-3
COc1ccc(-c2ccc3[nH]c4c(c3c2)CCN2C[C@@H]([C@H](C)O)[C@@H](N(C)C(=O)Nc3cc(Cl)cc(Cl)c3)C[C@@H]42)cc1	-2	-6	4	-3	-4	-1	-11	-1.5	-2	-2
CC1(c2nnc(-c3ccc(Cl)cc3)o2)CC(c2c(Cl)cccc2Cl)=NO1 (configuration not stated)	-3	-8	-2	-1	9	4	0	0.9	8	3
O=C1NC(Cc2ccc(O)cc2)c2nc3ccc(Cl)cc3c(=O)n2-c2ccc(Cl)cc21 (configuration not stated)	5	5	-1	-3	-4	-2	5	0.4	-2	0
Cn1nnc2c(N3CCCCC3)nccc21	5	-8	-1	-1	0	0	8	-0.5	-1	0
S=C(Nc1ccc(Br)cc1Cl)N1CCN(c2ccccn2)CC1	7	3	0	-2	-3	-5	3	0.0	-4	-2
